Compound activity (PubChem BioAssay)
KCNQ1 pot: potentiators or activators of human KCNQ1 potassium channel | P51787 | CHO-K1 KCNQ1, thallium flux FluxOR fluorescence; active compounds read high | B-score at 10 µM | 0.35% of 310,000 active | AID 2648;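 active = fluorescence ratio B-score, a plate-corrected score, at least three library SD, with initial intensity B-score within 5 SD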
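Doses: Single concentration per compound, DMSO matched to controls | Test system: KCNQ1-transfected CHO-K1 cells | Timing: 90 min dye loading and 20 min compound exposure, both at room temperature | Measured by: Kinetic FluxOR thallium fluorescence, 10-s 1-Hz baseline, 110-s post-stimulus read | Medium: Assay buffer with matched DMSO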
RGS4 block: inhibitors of human RGS4; P49798; HEK293 M3R/RGS4 inducible, Fluo-4 calcium flux; active compounds read high; triggered by carbachol at its EC20; B-score at 10 µM; 0.45% of 310,000 active; AID 463165;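 active = B-score, a plate-corrected calcium signal, over three deviations above library mean, with baseline fluorescence within five deviations of library mean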;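 note: RGS4 expression induced by doxycycline in cells with stable M3 receptor; B-score is computed from the integrated fluorescence ratio over baseline after carbachol; higher B-score means a larger calcium signal and so more RGS4 inhibition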
hERG rescue: hERG (human) protection from proarrhythmic block; CHO-hERG, FluxOR thallium flux, dofetilide IC70 present; 0.51% of 310,000 active; activation (rescue from dofetilide block), less the hit threshold, % at 10 µM;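 active = activation above the mean of controls blocked by dofetilide plus 5 SD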;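 note: thallium influx through hERG after potassium depolarization seen as dye fluorescence rise; in these data hits start at about 4.7%; inactives centre near -7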
TMEM16A act: mouse TMEM16A channel activation, primary screen; B-score at 10 µM; AID 623877; 0.3% of 340,000 active; Q8BHY3; HEK293 TMEM16A/YFP-H148Q/I152L, iodide quench fluorescence; active compounds read low;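 active = fluorescence-ratio B-score plate-corrected deviation score at least 3 library SD below zero, with starting fluorescence score within 5 deviations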;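 note: channel opened by trigger with iodide after compound preincubation; score built on the fluorescence ratio of max minus min over baseline; more negative score means more quench and so TMEM16A activation or potentiation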
Target sequence (Q8BHY3 whole entry, looked up): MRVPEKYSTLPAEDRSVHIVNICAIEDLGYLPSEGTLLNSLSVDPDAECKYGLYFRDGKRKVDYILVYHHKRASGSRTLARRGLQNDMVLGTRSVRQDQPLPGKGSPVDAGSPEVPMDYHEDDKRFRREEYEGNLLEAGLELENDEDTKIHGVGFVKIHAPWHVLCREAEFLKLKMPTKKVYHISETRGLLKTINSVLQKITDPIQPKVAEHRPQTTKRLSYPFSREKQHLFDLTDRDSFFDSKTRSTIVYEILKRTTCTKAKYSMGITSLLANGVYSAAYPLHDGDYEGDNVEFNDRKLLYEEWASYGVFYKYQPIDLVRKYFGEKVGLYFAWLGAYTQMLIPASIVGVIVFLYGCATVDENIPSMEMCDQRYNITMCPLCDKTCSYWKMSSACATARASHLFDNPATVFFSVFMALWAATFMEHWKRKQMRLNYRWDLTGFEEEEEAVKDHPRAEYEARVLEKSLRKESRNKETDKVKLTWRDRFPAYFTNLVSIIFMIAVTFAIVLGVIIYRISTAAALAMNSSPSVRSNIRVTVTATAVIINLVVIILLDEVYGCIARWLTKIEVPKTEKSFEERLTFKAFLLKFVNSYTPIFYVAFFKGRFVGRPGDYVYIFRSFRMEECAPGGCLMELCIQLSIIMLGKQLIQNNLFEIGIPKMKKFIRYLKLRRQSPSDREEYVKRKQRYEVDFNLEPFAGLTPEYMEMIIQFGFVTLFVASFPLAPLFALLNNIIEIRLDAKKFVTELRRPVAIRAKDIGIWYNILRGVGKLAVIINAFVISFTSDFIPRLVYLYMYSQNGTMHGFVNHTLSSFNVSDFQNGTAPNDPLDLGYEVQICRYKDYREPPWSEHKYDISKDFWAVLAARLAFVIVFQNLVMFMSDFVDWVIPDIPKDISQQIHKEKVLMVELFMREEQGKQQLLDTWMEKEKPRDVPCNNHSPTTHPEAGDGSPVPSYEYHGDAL
KCNK3 block: human KCNK3 channel inhibition, primary screen | 0.84% of 340,000 active | O14649 | B-score at 10 µM | AID 602410 | CHO-KCNK3 thallium flux, FluxOR fluorescence; active compounds read low;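 active = B-score under library mean minus 4 SD, starting fluorescence ratio at most library mean plus 5 SD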;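 note: more negative B-score means stronger inhibition of thallium flux through KCNK3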
MrgX1 PAM: human MrgX1 positive allosteric modulation, primary screen; Q96LB2; MrgX1-HEK293, Fluo-4 calcium flux, FDSS; active compounds read high; B-score at 10 µM; 0.63% of 310,000 active; AID 588675;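 active = plate-corrected calcium response at least 3 library SD above typical, normal starting fluorescence, not activating the receptor alone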;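 note: compound read alongside a low EC10 to EC30 dose of BAM8-22 agonist; peak minus trough fluorescence over baseline measured at the second addition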
KCNQ1 inh: blocks the human KCNQ1 potassium channel; P51787; CHO-K1 KCNQ1, FluxOR thallium flux fluorescence; active compounds read high; B-score at 10 µM; 1.3% of 310,000 active;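 active = compounds whose thallium flux B-score, printed positive for inhibition, exceeds three library SD while starting fluorescence stays within three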;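 note: channel opened by potassium depolarization with thallium stimulus after 20 min compound exposure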
RGS4 act: RGS4 potentiation or activation; HEK293 M3R/inducible RGS4, carbachol calcium flux Fluo4; active compounds read low; B-score at 10 µM; 0.92% of 310,000 active;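 active = B-score of the integrated calcium signal more than 4 SD below the library mean, with starting fluorescence not abnormally high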;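 note: negative B-score means reduced calcium response which marks RGS4 activation or potentiation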
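Reagent: ECmax carbachol challenge; Test system: M3R-expressing HEK293 line, RGS4 induced by doxycycline; Schedule: overnight RGS4 induction, 30 min dye load 37 °C, 20 min compound RT; Detection: calcium dye Fluo4 fluorescence; Read-out: Agonist-evoked peak-minus-minimum fluorescence over baseline, integrated ratio, B score.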
MrgX1 ag: human MrgX1 receptor agonism, primary screen; Q96LB2; MrgX1-HEK293 cells, Fluo-4 calcium fluorescence, agonist mode; active compounds read high; B-score at 10 µM; 0.44% of 310,000 active; AID 588627;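 active = calcium response B-score plate-corrected fluorescence ratio at least 3 library SD, with starting fluorescence B-score inside 5 SD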
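Material: HEK293 cells stably expressing human MrgX1 receptor | Quantity: 15,000 cells per well | Times: Cells plated overnight, dye loaded 0.5 h 37 °C, 0.5 h room temperature | Measured by: Kinetic Fluo-4 NW fluorescence of intracellular calcium | Control set: Positive and negative controls per plate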
ANO1 block: blocks the mouse calcium-activated chloride channel TMEM16A; normalized B-score (activity score, 25-100; higher = stronger inhibition) at 10 µM; 1.2% of 310,000 active; HEK293 TMEM16A/YFP iodide influx fluorescence, ionomycin; Q8BHY3;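 active = ratio plate-corrected score three or more library SD toward inhibition, starting fluorescence score within five deviations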;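 note: score derived from kinetic fluorescence span divided by baseline fluorescence per well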
KCNK9 inh: human KCNK9 channel inhibition; 1.2% of 310,000 active; HEK293 KCNK9, FluxOR thallium flux fluorescence; active compounds read low; B-score at 10 µM; AID 488922;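 active = ratio B-score over 3 SD below the library mean, with starting fluorescence within 5 SD of its mean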;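 note: negative B-score means less thallium flux so channel inhibition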
Active calls of the source: *; i = inactive; nt = no result given.

Second line of a record: KCNQ1 pot, RGS4 block, hERG rescue, TMEM16A act, KCNK3 block, MrgX1 PAM, KCNQ1 inh, RGS4 act, MrgX1 ag, ANO1 block, KCNK9 inh
1: CCOC(=O)C1=C(CN2CCc3ccccc32)NC(=O)NC1c1cccc([N+](=O)[O-])c1 (centres undefined)
  i, i, -7, i, i, i, i, i, i, 25*, i
2: Cc1ccc(NC(=O)CSc2nnc(C(F)(F)F)n2C)cc1[N+](=O)[O-]
  i, i, -7, i, i, i, i, i, i, i, i
3: CC1CC(C)CN(C(=O)C2CCN(S(=O)(=O)c3cccc4cccnc34)CC2)C1 (centres undefined)
  i, i, -11, i, i, i, i, i, i, i, i
4: CCc1ccc(-c2nc(SCC(=O)NC3CCCC3)n[nH]2)cc1
  i, i, -8, i, i, i, i, i, i, 25*, i
5: Cc1nnc(SCC(=O)N2CCCC2)n1-c1ccc(F)cc1
  i, i, -2, i, i, i, i, i, i, i, i
6: Cc1ccccc1Nc1c(-c2cccnc2)nc2ccccn12
  i, i, -9, i, i, i, i, i, i, i, i
7: Cc1cccc(N/C=C/C(=O)c2cccs2)c1C
  i, i, -11, i, i, i, i, i, i, i, i
8: Cc1cccc(-c2cc(C(=O)Nc3sc(C)c(C)c3C(N)=O)c3ccccc3n2)c1
  i, i, -11, i, i, i, i, i, i, i, i
9: O=C(O)c1ccc(N=Nc2c(O)[nH]c3ccccc23)cc1
  i, i, -17, i, i, i, i, i, i, i, i
10: O=c1[nH]c(/C=C/c2cccc([N+](=O)[O-])c2)c([N+](=O)[O-])c(=O)[nH]1
  i, i, 1, i, i, i, i, i, i, i, i
11: CCn1c(C)c(P(=O)(N2CCOCC2)N2CCOCC2)c2ccccc21
  i, i, -5, i, i, i, i, i, i, i, i
12: COc1ccc(/C=N/NC(=O)c2ccc(NC(=O)c3ccccc3Br)cc2)cc1
  i, i, -11, i, i, i, i, i, i, i, i
13: O=C1CCC(C(=O)N2CCOCC2)CN1Cc1cccc(C(F)(F)F)c1 (centres undefined)
  i, i, -8, i, i, i, i, i, i, i, i
14: O=C(NCCc1nc2ccccc2[nH]1)/C(=C/c1ccc2c(c1)OCO2)NC(=O)c1ccccc1Cl
  i, i, -14, i, i, i, i, i, i, i, i
15: O=C(O)Cc1ccc(NC(=O)C2CCCCC2C(=O)O)cc1 (centres undefined)
  i, i, 0, i, i, i, i, i, i, i, i
16: CCCOc1ccc(C(=O)C(c2ccccc2)N2CCOCC2)cc1 (centres undefined)
  i, i, -6, i, i, i, i, i, i, i, i
17: FC(F)(F)c1cccc(CN2CCSCC2)c1
  i, i, 1, i, i, i, i, i, i, i, i
18: COc1ccc(S(=O)(=O)N2CCC(C(=O)N[C@H](C(=O)NC3CCCC3)C(C)C)CC2)cc1
  i, i, -9, i, i, i, i, i, i, i, i
19: CC(CCc1ccccc1)NC(=O)C(=O)Nc1ccccc1 (centres undefined)
  i, i, -4, i, i, i, i, i, i, i, i
20: Cc1cc(C)nc(N2CCCC(C(=O)NC(C)C)C2)n1 (centres undefined)
  i, i, -4, i, i, i, i, i, i, i, i
21: Cc1sc2ncnc(N3CCCCC3)c2c1C
  i, i, -11, i, i, 6.8*, i, i, i, i, i
22: Cc1c(NS(=O)(=O)c2ccc(NC3CCCC3)c([N+](=O)[O-])c2)c(=O)n(-c2ccccc2)n1C
  i, i, -10, i, i, i, i, i, i, i, i
23: C[C@@H]1C[C@@H]2OC(=O)[C@]3(C)[C@H]2[C@@H](OC3(C)O)[C@]2(C)C(=O)CC[C@H]12 (some centres undefined)
  i, i, -3, nt, nt, i, i, i, i, i, i
24: CCc1ccc(OCC(=O)N/N=C/c2cc([N+](=O)[O-])ccc2N2CCOCC2)cc1
  i, i, -8, i, i, i, i, i, i, i, i
25: O=C(CN1CCN(S(=O)(=O)/C=C/c2ccccc2)CC1)Nc1ccc(N2CCOCC2)cc1
  i, i, -6, i, i, i, i, i, i, i, i
26: CC(c1ccc(F)cc1)n1c(-c2cccs2)n[nH]c1=S (centres undefined)
  i, i, 2, i, i, i, i, i, i, i, i
27: c1ccc(N2CCCCC2)c(Nc2nc3ccccc3n3cnnc23)c1
  i, i, -12, i, i, i, i, i, i, i, i
28: COc1ccc(C(CCO)NC(=O)c2cccs2)cc1OC (centres undefined)
  i, i, -8, i, i, i, i, i, i, i, i
29: CC(Oc1ccc(Br)cc1)c1nc2c3ccccc3nc(=S)n2[nH]1 (centres undefined)
  10*, i, 0, i, i, i, i, i, i, 25*, i
30: CCCOc1c(Cl)cc(C(=O)Nc2ccc3c(c2)OCO3)cc1OCC
  i, i, -8, i, i, i, i, i, i, i, i

Continuation:
Second line of a record: KCNQ1 pot, RGS4 block, hERG rescue, TMEM16A act, KCNK3 block, MrgX1 PAM, KCNQ1 inh, RGS4 act, MrgX1 ag, ANO1 block, KCNK9 inh
31: COC(=O)c1cc2n(n1)CCN(Cc1ccc(F)cc1)C2=O
  i, i, -6, i, i, i, i, i, i, i, i
32: O=C(CN1CCN(C(=O)C2CCCO2)CC1)Nc1ccc(F)cc1 (centres undefined)
  i, i, -14, i, i, i, i, i, i, i, i
33: C=CCN(C(=O)c1csnn1)C(C(=O)NCc1ccccc1)c1c(F)cccc1Cl (centres undefined)
  i, i, -10, i, i, i, i, i, i, i, i
34: Oc1[nH]c2ccccc2c1N=Nc1ccccc1F
  i, i, -4, i, i, i, i, i, i, i, i
35: Cc1ccc2c(CN(C)Cc3cccc(Cl)c3)cc(=O)oc2c1C
  i, i, -8, i, -8.7*, i, i, i, i, i, i
36: CC(=O)N1CC(C)Oc2ccc(S(=O)(=O)NC(CC(=O)O)c3cc(C)ccc3C)cc21 (centres undefined)
  i, i, -3, i, i, i, i, i, i, i, i
37: CCC1CCCCN1C(=O)CCS(=O)(=O)c1ccccc1 (centres undefined)
  i, i, -10, i, i, i, i, i, i, i, i
38: COc1ccccc1NC(=O)COC(=O)CCn1c(C)csc1=O
  i, i, -13, i, i, i, i, i, i, i, i
39: CCn1c(SCC(=O)Nc2ccc(C)cc2)nnc1-c1cnccn1
  i, i, -10, i, i, i, i, i, i, i, i
40: CCc1cc2c(=O)n(Cc3ccco3)c(SCC(=O)NCC3CCCO3)nc2s1 (centres undefined)
  i, i, -5, i, i, i, i, i, i, i, i
41: O=C(Nc1cc(S(=O)(=O)N2CCOCC2)ccc1Cl)C(=O)c1c(-c2ccccc2)cc2ccccn12
  i, i, -5, i, i, i, i, i, i, i, -8.2*
42: CCOC(=O)/C(C#N)=C/C=C1\C=Cc2ccccc2N1CC
  i, i, -6, i, i, i, i, i, i, i, i
43: CCOC(=O)c1ccc(S(=O)(=O)N2CCN(CC(=O)NC(=O)NC3CCCCC3)CC2)cc1
  i, i, -6, i, i, i, i, i, i, i, i
44: CC(C)S(=O)(=O)C1=NSC2=NC(=O)/C(=C\c3ccc(OC(=O)c4ccco4)cc3)C(=N)N21
  i, i, -25, i, i, 35*, i, i, i, i, i
45: COc1ccccc1C(=O)C1CCCN(C(=O)c2cn3cc(Cl)ccc3n2)C1 (centres undefined)
  i, i, -3, i, i, i, i, i, i, i, i
46: CSc1ccccc1NC(=O)C1CCCO1 (centres undefined)
  i, i, -12, i, i, i, i, i, i, i, i
47: CCN(CC)c1ccc(/C=N/NC(=O)CC(C)C)cc1
  i, i, -17, i, i, i, i, i, i, i, i
48: CSc1nc(N2CCOCC2)nc2ccc(C)cc12
  i, i, -3, i, i, i, i, i, i, i, i
49: Cc1onc(-c2ccccc2)c1CNC(=O)C1COc2ccccc2O1 (centres undefined)
  i, i, -10, i, i, i, i, i, i, i, i
50: COCCNC(=O)CN1CCC(NC(=O)C(C)(C)C)CC1
  i, i, -10, i, i, i, i, i, i, i, i
51: CSc1ncccc1C(=O)Nc1cc(C)ccn1
  i, i, -10, i, i, i, i, i, i, i, i
52: CCSc1nc2ccccc2n1C(=O)Oc1ccccc1
  i, i, -4, i, i, i, i, i, i, i, i
53: COc1ccc(-n2c(COc3ccc(C)cc3)nnc2SCC(N)=O)cc1
  i, i, -9, i, i, i, i, i, i, i, i
54: c1ccc(COc2ccc(OCCCCN3CCCC3)cc2)cc1
  i, i, -11, i, i, i, i, -8.8*, i, i, i
55: O=C(NCc1ccco1)c1ccc2snnc2c1
  i, i, -4, i, i, i, i, i, i, i, i
56: C=CCOC(=O)C1=C(C)Nc2nnnn2C1c1cccs1 (centres undefined)
  i, i, -12, i, i, i, i, i, i, i, i
57: COC(=O)c1[nH]c2ccc(C)cc2c1NC(=O)Nc1ccc(OC)cc1
  i, i, -2, i, i, i, i, i, i, i, i
58: COc1ccc(C(=O)/C(=C/N(C)C)S(=O)(=O)c2ccccc2)cc1
  i, i, -6, i, i, i, i, i, i, i, i
59: Cc1ccc(SCC(=O)OCC(=O)N2CCN(C(=O)c3ccco3)CC2)c(C)c1
  i, i, -8, i, i, i, i, i, i, i, i
60: CCCn1c2c(c(O)c(C(=O)NC)c1=O)CCCC2
  i, i, -2, i, i, i, i, i, i, i, i

(list continues)
Second line of a record: KCNQ1 pot, RGS4 block, hERG rescue, TMEM16A act, KCNK3 block, MrgX1 PAM, KCNQ1 inh, RGS4 act, MrgX1 ag, ANO1 block, KCNK9 inh
61: CCNC(=S)N/N=C(\C)c1cc2ccccc2o1
  i, i, -5, i, i, i, i, i, i, i, i
62: COc1ccc(C(=O)c2ccccc2)cc1Br
  i, i, -7, i, i, i, i, i, i, i, i
63: Cc1nnc(NC(=O)CCSCCC(=O)Nc2nnc(C)s2)s1
  i, i, -12, i, i, i, i, i, i, i, i
64: CC(C)(C)c1ccc(C2(C)NC(=O)N(CC(=O)NCc3cccs3)C2=O)cc1 (centres undefined)
  i, i, -5, i, i, i, i, i, i, i, i
65: CCOC(=O)CN=C/C(C(C)=O)=C(/C)O
  i, i, -12, i, i, i, i, i, i, i, i
66: Cc1cccc(C)c1OCC(=O)NC(Cc1c[nH]c2ccccc12)C(=O)O (centres undefined)
  i, i, -2, i, i, i, i, i, i, i, i
67: Cc1nn(C(=O)c2nn(C)cc2[N+](=O)[O-])c(C)c1Cl
  i, i, -2, i, i, i, i, i, i, i, i
68: COc1ccc(OCCNc2cc(N3CCOCC3)ccc2[N+](=O)[O-])cc1
  i, i, -3, i, i, i, i, i, i, i, i
